Compound activity from PubChem.
DAGLB inh: blocks human DAGLB lipase activity; Q8NCG7; HEK293T DAGLB membrane lysate, EnzChek fluorogenic substrate; inhibition, % at 5.17 µM; actives 0.059% (n = 340,000); AID 504411; in the data active = inhibition above about 34%;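 note: 0% = enzyme with vehicle and 100% = wells lacking enzyme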
Target sequence (Q8NCG7 whole entry, looked up): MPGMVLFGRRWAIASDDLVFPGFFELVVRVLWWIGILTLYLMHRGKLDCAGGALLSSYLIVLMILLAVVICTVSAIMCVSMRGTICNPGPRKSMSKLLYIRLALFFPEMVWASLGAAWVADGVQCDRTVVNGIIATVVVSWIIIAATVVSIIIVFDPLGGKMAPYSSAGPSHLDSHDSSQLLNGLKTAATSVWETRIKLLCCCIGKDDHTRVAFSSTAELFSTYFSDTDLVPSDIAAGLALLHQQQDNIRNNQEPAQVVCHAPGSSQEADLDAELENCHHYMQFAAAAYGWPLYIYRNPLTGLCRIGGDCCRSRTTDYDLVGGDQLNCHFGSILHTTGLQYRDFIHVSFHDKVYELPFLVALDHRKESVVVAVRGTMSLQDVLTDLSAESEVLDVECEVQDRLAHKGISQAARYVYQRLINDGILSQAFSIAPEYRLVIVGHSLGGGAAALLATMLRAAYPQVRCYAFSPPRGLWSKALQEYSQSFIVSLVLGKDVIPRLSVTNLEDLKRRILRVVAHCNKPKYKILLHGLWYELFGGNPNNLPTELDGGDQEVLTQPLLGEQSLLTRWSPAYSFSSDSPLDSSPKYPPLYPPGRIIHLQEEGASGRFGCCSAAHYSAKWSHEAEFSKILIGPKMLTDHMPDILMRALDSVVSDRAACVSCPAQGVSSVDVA
PKA-R2B activ: PKA-R2B complex activation. P22694+P31323. PKA-R2B holoenzyme dissociation, Cy5-IP20 fluorescence polarization; R2B truncated from residue 108, S112A mutant; 0% DMSO only, 100% 113 µM cGMP. activation, % at 11.4 µM. actives 0.079% (n = 340,000). AID 504700;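 active = activation above a cutoff set at the mean over all compounds plus 3 SD, cut at about 18% in these data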;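 note: higher means more holoenzyme dissociation and a rise in polarization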
Keap1 Nrf2 FP: Keap1-Nrf2 (human) interaction inhibition; AID 504523; inhibition, % at 9.4 µM; Q14145; actives 0.15% (n = 340,000); Keap1 Kelch-Nrf2 peptide fluorescence polarization, 1536-well; in the data active = inhibition above about 12%; inconclusive = no clear call, values can overlap the other calls; inactive = below about 7.3%;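 note: human Keap1 Kelch domain with fluorescein labeled Nrf2 9mer peptide probe; 0% = neutral control wells and 100% = peptide positive control; higher means more block of Keap1 binding to Nrf2 peptide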
CAL PDZ FP-1: CAL PDZ (human) peptide binding inhibition. Q9HD26. actives 0.92% (n = 300,000). inhibition, % at 24.9 µM. purified CAL PDZ, TMR-peptide fluorescence polarization, 1 h. AID 602252;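 active = mean inhibition of at least 30% with at least half of replicates also reaching 30%; inconclusive = no clear call, values can overlap the other calls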;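 note: 0% = DMSO neutral control and 100% = excess unlabeled competitor peptide PRC23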
CAL PDZ FP-2: blocks peptide binding to human CAL PDZ domain | Q9HD26 | actives 0.02% (n = 330,000) | inhibition, % at 20 µM | purified CAL PDZ, TMR-peptide fluorescence polarization, 1 h | AID 504414;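 active = highest replicate inhibition of at least 40%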;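 note: plate controls were DMSO neutral control wells for no effect and unlabeled competitor peptide control wells for full effect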
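System: tagged CAL PDZ domain. Schedule: 1 h room-temperature incubation prior to read. Signal: fluorescence polarization (mP). Measure: percent inhibition from loss of millipolarization.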
RTF Ca sens inh: cardiac RTF calcium desensitization; IANBD-labeled cardiac RTF, Ca2+ fluorescence; inhibition, % at 7.15 µM; actives 0.12% (n = 340,000); AID 493244;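 active = inhibition above the mean inhibition of all tested compounds plus 3 SD, cut at about 17% in these data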;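 note: assay run at fixed EC70 calcium of 1.6 mM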
Rtt109 Vps75: blocks Candida albicans Rtt109/Vps75 acetyltransferase activity | AID 540336 | actives 0.16% (n = 330,000) | Q5AAJ8 | purified Rtt109/Vps75, ThioGlo CoA-SH fluorescence, 4 h | inhibition, % at 34.9 µM;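 active = inhibition of at least 50% in every replicate; inconclusive = best replicate reaches 50% inhibition but some replicates fall short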
LANA DNA inh: KSHV C-LANA DNA binding inhibition | AID 504423 | MBP-C-LANA/FAM-LBS DNA binding, fluorescence polarization | actives 0.078% (n = 340,000) | inhibition, % at 9 µM;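 active = highest replicate inhibition at or above 60% at 9 µM, even if other replicates fall short; inactive = all replicates below 60% inhibition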;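 note: 0% = neutral control wells and 100% = 4 µM acridine orange control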
cardiac RTF act: increases calcium sensitivity of human cardiac regulated thin filaments; activation, % at 7.2 µM; actives 0.24% (n = 340,000); IANBD-labeled TnC RTF fluorescence at EC20 calcium; 0% EC20 calcium, 100% full calcium; AID 493008;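 active = activation above the mean over all tested compounds plus 3 SD, cut at about 30% in these data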;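 note: rise in fluorescence read as greater calcium sensitivity of cardiac thin filaments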
SR-BI DiI-HDL act: enhances SR-BI lipid uptake from DiI-HDL | activation, % at 12.5 µM | CHO ldlA[mSR-BI] cells, DiI-HDL uptake fluorescence, 3 h; 100 = double the neutral-control signal | actives 0.096% (n = 320,000) | AID 504775;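 active = mean replicate activation of at least 60% and every replicate at or above 60%; inconclusive = mean or all-replicate condition met, but not both; inactive = mean below 60% and not all replicates reaching 60%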;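 note: 0% = median plate neutral-control signal and 100% = twice that signal; values of inactives mirror those of a sister screen read the other way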
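Material: SR-BI-overexpressing, LDLR-lacking CHO cells; schedule: compound exposure 3 h, 37 °C; reagent: DiI-labelled HDL at 10 µg/mL final; technique: bottom-read fluorescence, 550/595 nm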
* = called active by the depositor; ? = inconclusive; . = not tested or not shown. Outcome played no part in choosing rows; 1.6% or so of the library scored in one or more.

compound	DAGLB inh	PKA-R2B activ	Keap1 Nrf2 FP	CAL PDZ FP-1	CAL PDZ FP-2	RTF Ca sens inh	Rtt109 Vps75	LANA DNA inh	cardiac RTF act	SR-BI DiI-HDL act
CCCN1Cc2cccc(C(=O)NCc3ccccc3)c2C1=O	0	-2	2	4	-1.3	1	-3	-0.7	-9	33
COc1ccc(C(=O)c2nc3c(n2O)CCCCC3)cc1	2	-1	0	.	-0.1	-1	-3	-1.1	0	16
Nc1cc(=O)[nH]c(SCCSc2ccc(F)cc2)n1	-3	11	0	-1	-2.7	5	-4	0.5	-11	.
O=C(OC1CSc2nc3ccccc3n2C1)c1ccco1 (stereo not drawn)	0	-2	-1	-4	-0.5	-4	-9	0.4	8	15
COC(=O)c1ccc(Cn2c(C)cc(C)[n+]2C)o1	-1	3	-1	-1	-2.7	-4	3	0.6	6	-45
Cc1oc(-c2cccc(Cl)c2)nc1CS(=O)(=O)CC(=O)NC1CC1	-6	-3	-6	-5	-4.3	-1	1	0.0	-8	-5
Cc1[nH][nH]c(=O)c1C(c1ccc(Br)cc1)c1c(C)[nH][nH]c1=O	2	2	-3	-3	-0.2	5	7	4.4	8	-4
CCOc1ccc(NC(=O)/C=C/c2ccccc2)c([N+](=O)[O-])c1	-1	-3	6	-26	-0.9	3	14	2.2	8	-37
C=CCn1c(SCC(=O)NC2CCCC2)nnc1-c1cccnc1	1	2	-4	0	-0.2	-1	-6	0.1	-4	.
CCOc1cc(-c2cc(-c3ccc(C)cc3)nc(N)c2C#N)ccc1O	-1	-8	6	-4	-2.6	-20	-7	1.5	5	-30
Cc1ccc(C(=O)N2CCCC(c3ccc(Cl)cc3)=N2)cc1	-13	-6	1	5	-1.2	3	-9	-1.3	-3	-37
O=C(CSc1nc(-c2ccc(F)cc2)nc2ccc(F)cc12)Nc1cccc(C(=O)O)c1	-2	-4	-2	-15	-3.7	-12	11	-0.1	2	-18
O=C(NCc1ccccc1C(F)(F)F)c1cccc2c1C(=O)c1ccc(N3CCOCC3)cc1S2(=O)=O	-1	-8	-1	-1	0.2	-7	1	11	5	3
O=C(O)CCCC(=O)NNC(=O)c1cccc(Br)c1	-1	-1	1	-3	0.1	4	1	1.9	-3	5
CCOc1ccc(C(=O)CN2C(=O)NC3(CCCCCC3)C2=O)cc1	0	-21	-4	-2	-3.5	-4	2	-0.1	-6	-28
CC(C)(C)C(=O)N1CCN(c2nc3ccc(Cl)cc3s2)CC1	0	7	1	-6	2.0	-6	1	6.2	6	-12
Cc1cc(C(=O)OCC(=O)N(C)c2c(N)n(Cc3ccccc3)c(=O)[nH]c2=O)c(C)n1-c1ccccc1	4	7	-6	-2	-1.3	-11	-8	-0.4	-4	9
CC(C)(C)NC(=O)COC(=O)c1ccccc1NC(=O)c1ccco1	0	-6	-3	-4	-2.9	1	1	1.4	2	-8
CCc1cc2ccc(OC)cc2nc1SCC(=O)Nc1cc(C)on1	-4	-1	-6	19	.	2	-3	0.8	8	-18
O=C(CN1CCN(C(=O)c2cccc(S(=O)(=O)N3CCCC3)c2)CC1)Nc1ccc(F)cc1	-1	3	0	0	-0.5	-1	-3	-0.5	1	-26
O=C(OCC(=O)N1CCOCC1)c1ccc[nH]c1=O	0	-2	-1	0	125*	-6	-5	0.1	-2	40
COc1ccc(Nc2cc(C)nc3ncnn23)cc1Cl	-1	0	7	-2	-1.0	-14	0	-1.9	-2	-21
CCOC(=O)c1ccc2c(c1)N(CC#N)C(=O)C(C)(C)O2	-3	-8	-2	.	0.2	2	-11	-0.3	-4	12
CCOC(=O)c1cccc(OCC(O)CNCCOc2ccccc2F)c1 (stereo not drawn)	-4	4	-1	-9	-0.9	-1	-1	0.9	2	3
O=c1[nH]c(C(Cl)Cl)nc2sc3c(c12)CCN(Cc1ccccc1)C3	1	2	-3	-1	-0.6	-5	-4	0.1	6	16
CCN1C(=O)/C(=C2\SC(=S)N(NC(=O)c3ccccc3O)C2=O)c2ccccc21	4	-7	-2	0	1.5	-2	-4	-0.5	0	.
CC1CCN(C(=O)c2ccc(-c3ccccc3Cl)o2)CC1	-11	-23	-1	1	-2.2	-1	26	-1.1	-9	1
O=C(Cc1ccc(F)cc1)Nc1cccc2cccnc12	-2	-15	-2	3	-2.9	-2	63*	-0.3	-4	-17
COc1ccc([N+](=O)[O-])cc1NC(=O)C(C)OC(=O)C1CCCC1 (stereo not drawn)	-4	-3	0	-3	-1.2	-2	-5	0.3	-6	10
O=C(COC(=O)c1ccccc1)Nc1ncc([N+](=O)[O-])s1	5	-7	2	.	0.1	9	-1	19	-4	-15
Cc1ccc(C(=O)Nc2ccccc2Oc2ccccc2)cc1[N+](=O)[O-]	-17	-4	1	11	-0.7	-3	-5	-4.2	2	-19
Cc1cc(Cl)ccc1OCCCC(=O)N/N=C/c1cccc([N+](=O)[O-])c1	-4	-3	-3	5	-1.5	2	11	0.7	0	24
CCCCN1C(=O)C(O)(CC(=O)c2c(C)n[nH]c2C)c2cc(Br)ccc21 (stereo not drawn)	-1	6	3	-3	-0.5	0	1	-1.3	1	0
CCOc1cc(C2Nc3ccccc3C(=O)N2c2ccccc2OC)ccc1O (stereo not drawn)	-1	3	-4	-1	-1.7	-6	-16	-0.4	-2	14
CCOC(=O)Cc1csc(NC(=O)Cn2cnc3c2c(=O)n(C)c(=O)n3C)n1	1	-5	-2	-7	.	10	-9	-1.0	-4	11
CCOC(=O)N1CC=C2C(C#N)=C(N)C(C#N)(C#N)[C@H](c3cccs3)[C@H]2C1	3	9	-10	.	-4.8	-23	1	6.0	3	-56
Cc1ccc(C2(C)NC(=O)N(CC(=O)N3CCN(S(=O)(=O)c4cccc(F)c4)CC3)C2=O)cc1 (stereo not drawn)	-3	6	-4	-1	-2.6	-2	-1	0.2	-4	-8
CCCCCNCC(=O)Nc1cccc(C(=O)Nc2cccc(C(F)(F)F)c2)c1	-2	-4	-3	1	-2.0	-9	13	-1.4	4	-14
CCN(CC)S(=O)(=O)N1CCC(C(=O)NCCC2=CCCCC2)CC1	-2	-8	1	-4	0.3	-1	.	-1.7	4	-17
O=C(C[C@H]1C/C=C\CC[C@@H](Cc2ccc(F)cc2)C(=O)O[C@@H](c2ccccc2)CNC1=O)N[C@H](CO)Cc1ccccc1	0	-11	-1	1	-0.4	4	14	-0.8	-4	2
Cc1cc(=O)n2[nH]c(SCc3c(F)cccc3Cl)nc2n1	0	6	-3	.	-1.5	3	5	-0.6	2	0
CCN(CC)S(=O)(=O)c1ccc(C(=O)NCc2ccc3c(c2)OCO3)cc1	-2	-10	-1	3	-0.9	15	-17	0.0	0	-24
Cc1cc(C)cc(NC(=O)N2CCCN(c3ncccc3[N+](=O)[O-])CC2)c1	-3	-7	-2	-6	-0.9	2	-1	-0.1	-4	-18
COc1ccc(-n2c(C)nnc2SCC(=O)N2CCOCC2)cc1	-4	1	1	-3	.	-2	1	1.7	-3	-10
Cc1ccc(N2C(=O)C(c3c(C)[nH]n(-c4ccccc4)c3=O)(C(F)(F)F)C3=C2CC(C)(C)CC3=O)cc1 (stereo not drawn)	3	-9	-4	-2	-0.7	2	?	-1.8	-2	-11
Cc1cc(C)nc(NC(=NCc2ccc3c(c2)OCO3)NC(=O)Nc2ccccc2)n1	-2	7	0	-2	0.2	0	5	0.9	-1	-47
NCCc1nc(-c2ccccc2)cs1	1	2	-10	-2	0.0	0	2	-1.6	-2	14
CCOC(=O)c1[nH]c2ccc(OC)cc2c1NC(=S)N1CCN(c2ccccc2)CC1	4	-5	-1	1	-0.3	-5	6	0.7	4	-10
CCc1nc(SCc2cccnc2)[nH]c(=O)c1C	2	5	-1	-8	-0.8	-3	-10	1.7	-3	-10
O=C(NC(=O)c1ccccc1)OCC(F)(F)F	-1	-7	-3	-2	.	-3	-4	-1.0	5	19

Carrying on.
compound	DAGLB inh	PKA-R2B activ	Keap1 Nrf2 FP	CAL PDZ FP-1	CAL PDZ FP-2	RTF Ca sens inh	Rtt109 Vps75	LANA DNA inh	cardiac RTF act	SR-BI DiI-HDL act
Cc1cc(C)c(C)c(S(=O)(=O)Nc2ccccc2C(=O)O)c1C	7	5	3	0	0.4	0	4	0.3	-2	-20
O=C(Cn1nnc(-c2cccc(C(F)(F)F)c2)n1)NC1CCCC1	-2	8	-1	1	-0.1	-20	-6	-2.9	-5	24
CN(C)CCNc1oc(-c2ccccc2F)nc1C#N	0	1	2	.	-0.5	-1	-5	-0.5	1	32
COc1ccccc1CNC(=O)C1CC(c2c(Cl)cccc2Cl)=NO1 (stereo not drawn)	-8	1	-4	-3	-3.8	-3	4	1.0	-5	-3
CS(=O)(=O)N(CC(=O)Nc1c(F)cccc1F)c1ccc(C23CC4CC(CC(C4)C2)C3)cc1	-11	-5	2	-2	-3.2	6	-6	0.2	-4	3
COc1cc(CCNC(=O)CCCn2c(=O)c3cccn3c3cccnc32)cc(OC)c1OC	0	4	-6	4	0.0	-3	4	-0.7	1	-28
